Screening data deposited in PubChem BioAssay by several laboratories.
S1P4 antag: S1P4 receptor antagonists, primary screen, cell-based; S1P4-expressing cells, antagonist mode, reporter read-out; inhibition, % at 4.98 µM; 220,000 compounds, 0.26% hits; in the data active = inhibition above about 29%;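 note: 0% = wells stimulated with agonist and 100% = vehicle wells without agonist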
S1P4 ag: S1P4 receptor agonists, primary screen, cell-based; AID 1509, 2009; 220,000 compounds, 0.35% hits; S1P4-expressing cell line, agonist reporter assay; activation, % at 4.98 µM; Sphingosine 1-phosphate receptor 4 (Homo sapiens), O95977; in the data active = activation above about 11%;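 note: 0% = DMSO vehicle and 100% = reference agonist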
EP2 mod: EP2 receptor modulators, cAMP readout, primary screen, cell-based, HTRF cAMP, PGE2 stimulation; Prostaglandin E2 receptor EP2 subtype (Homo sapiens), P43116; EP2-expressing cells, cAMP HTRF FRET, PGE2 co-stimulation; induction, % at 25 µM; 260,000 compounds, 0.83% hits; AID 940, 2007;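 active = compounds whose cAMP rise, as percent of the full-agonist control response, exceeds 60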;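 note: rat C6 glioma line stably carrying human EP2 under a CMV promoter; the protocol text gives 20 µM as final concentration; 100% = response of wells given 1 µM PGE2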
Target sequence (P43116 whole entry, looked up): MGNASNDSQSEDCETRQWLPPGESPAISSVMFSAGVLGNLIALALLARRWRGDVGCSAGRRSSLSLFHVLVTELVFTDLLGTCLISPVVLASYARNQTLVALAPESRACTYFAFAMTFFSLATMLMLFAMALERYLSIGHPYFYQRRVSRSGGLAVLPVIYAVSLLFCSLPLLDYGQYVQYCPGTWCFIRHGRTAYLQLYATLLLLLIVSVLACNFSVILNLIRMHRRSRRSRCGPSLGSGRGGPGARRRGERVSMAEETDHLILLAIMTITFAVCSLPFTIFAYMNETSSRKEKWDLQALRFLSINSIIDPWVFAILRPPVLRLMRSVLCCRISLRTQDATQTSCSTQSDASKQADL
NPY-Y2 PAM-ag: NPY-Y2 potentiators or agonists, primary screen, cell-based; Neuropeptide Y receptor type 2 (Homo sapiens), P49146; cells expressing NPY-Y2, potentiator/agonist read-out; activation, % at 3.6 µM; 220,000 compounds, 0.45% hits; in the data active = activation above about 27%;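 note: cells stimulated with NPY near EC25 plus isoproterenol at EC100; 0% = vehicle plus submaximal agonist and 100% = vehicle plus saturating agonist; some results beyond the cut were filed as inactive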
Target sequence (P49146 whole entry, looked up): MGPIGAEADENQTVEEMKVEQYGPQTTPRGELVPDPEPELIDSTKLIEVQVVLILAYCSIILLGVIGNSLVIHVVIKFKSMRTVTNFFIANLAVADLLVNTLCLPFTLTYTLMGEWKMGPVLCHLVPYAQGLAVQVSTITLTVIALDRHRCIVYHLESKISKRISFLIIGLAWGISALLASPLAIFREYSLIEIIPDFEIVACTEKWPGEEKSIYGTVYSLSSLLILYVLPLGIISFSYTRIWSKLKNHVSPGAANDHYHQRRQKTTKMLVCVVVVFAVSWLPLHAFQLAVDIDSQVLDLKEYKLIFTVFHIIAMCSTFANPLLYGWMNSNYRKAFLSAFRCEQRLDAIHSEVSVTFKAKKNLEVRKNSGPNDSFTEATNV
p97 ATPase inh: inhibitors of human p97 ATPase, primary screen, biochemical. recombinant p97 ATPase, Kinase-Glo ATP luminescence, 3 h. inhibition, % at 8 µM. 220,000 compounds, 0.42% hits. AID 1481, 2009; in the data active = inhibition above about 15%;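 note: 0% = DMSO vehicle and 100% = wells lacking enzyme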
NPY Y1 blocker: NPY-Y1 receptor antagonists, primary screen, cell-based | Neuropeptide Y receptor type 1 (Homo sapiens), P25929 | 200,000 compounds, 1% hits | inhibition, % at 3.6 µM | HEK293-CNG Y1 cells, membrane potential fluorescence; NPY at EC95, then isoproterenol | AID 1040, 2008;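 active = inhibition above the campaign mean inhibition of all tested compounds plus 3 SD, cut at about 20% in these data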;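 note: 0% = DMSO wells given NPY plus isoproterenol and 100% = isoproterenol alone without NPY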
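Assay system: HEK293 Y1/CNG channel cell line; Doses: single compound dose of 3.6 µM, 0.4% DMSO; Timing: dye 3 h, compound 60 min room temperature, stimulation 45 min; Technique: Membrane-potential fluorescent dye readout; Measure: % inhibition of NPY effect.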
EP2 antag: human EP2 receptor antagonists, primary screen, TR-FRET cAMP, C6 glioma cells; AID 1422, 2008; C6 glioma cells expressing human EP2; cells stimulated with saturating PGE2; Prostaglandin E2 receptor EP2 subtype (Homo sapiens), P43116; inhibition, % at 25 µM; 260,000 compounds, 0.52% hits;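 active = percent inhibition above 40 after rounding to a whole number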;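 note: rat C6 glioma host cells with rolipram phosphodiesterase inhibitor present; the protocol text gives 20 µM as final concentration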
eIF4E 4G PPI: eIF4E–eIF4G protein interaction inhibitors, primary screen, biochemical, uHTS, TR-FRET, eIF4GI fragment; Eukaryotic translation initiation factor 4E (Mus musculus) + Eukaryotic translation …; TR-FRET eIF4E-eIF4GI(517-606) binding, 2 h; inhibition, % at 21.7 µM; 220,000 compounds, 0.37% hits; AID 782, 2007;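 active = inhibition above about 30%, limit read from the data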;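 note: 0% = full FRET control wells and 100% = background wells lacking eIF4GI fragment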
NPY-Y1 PAM-ag: NPY-Y1 receptor potentiators or agonists, primary screen, cell-based; Neuropeptide Y receptor type 1 (Homo sapiens), P25929; NPY-Y1 expressing cells, potentiator/agonist activation; activation, % at 3.6 µM; 220,000 compounds, 0.37% hits; in the data active = activation above about 33%, passing the limit was not always enough;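 note: cells stimulated with NPY at EC10 then isoproterenol at EC100; 0% = low agonist plus stimulus and 100% = saturating agonist plus stimulus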
* hit, by the source's call; . = not tested or not shown; [ ] = another dose, or the depositor's remark. These rows are one share of the data; the hit share may differ from the screen's.

Under each structure: S1P4 antag, S1P4 ag, EP2 mod, NPY-Y2 PAM-ag, p97 ATPase inh, NPY Y1 blocker, EP2 antag, eIF4E 4G PPI, NPY-Y1 PAM-ag
#1 CCOC(=O)C1(CCCc2ccccc2)CCN(C(=O)CN2C(=O)CSC2=O)CC1
→ -12, -1.3, 30, 4, 0, -2, 4, 0, 4
#2 O=C1CCCC2=C1C(c1ccccc1)C1C(=O)c3ccccc3C1=N2 (stereo not given)
→ -20, 1.3, 10, 7, -2, 7, 4, -10[fluorescence artefact?], 3
#3 Cc1nn(CCO)c2c1C(=O)CCC2
→ 5, -0.1, 6, -1, 6, 7, 7, -4[fluorescence artefact?], 11
#4 CCOc1ccc(NC(=O)c2cc(F)c(F)cc2Cl)cc1OCC
→ -7, 1.4, -20, -1, 0, 4, 2, -2, 0
#5 COc1ccc(S(=O)(=O)N2CCCCCC2)cc1Br
→ 4, -1.9, 25, -14, -2, -1, 12, -2, 20
#6 O=[N+]([O-])c1cc2c(c(CSc3ncccn3)c1)OCOC2
→ -19, 0.3, 32, -7, 4, 24*, 8, 2, 4
#7 O=C(c1ccc(CN2CCc3ccccc3C2)cc1)N1CCc2ccccc2C1
→ 0, -3.4, -54, -7, -3, 11, ., -2, 1
#8 Cc1cccc(OCCC(=O)NCC(=O)Nc2cccc(C)c2C)c1
→ -12, -0.2, 5, -17, -6, 5, 2, 7, -25
#9 COCCNC(=O)/C(C#N)=C/c1ccc2c(c1)OCO2
→ -6, -0.9, -2, -14, 7, -3, 7, -3, 5
#10 COc1ccc(-c2cnc3nc(/N=C/N(C)C)nn3c2/N=C/N(C)C)cc1
→ 12, 0.0, 0, -11, 5, 13, 9, 1, -13
#11 C/C(=N\NC(=O)CNc1ccccc1Cl)C(C)(C)C
→ -11, 0.1, 5, -14, -1, 3, 11, 3, -21
#12 Nc1nc(Nc2cccc3ccccc23)nc(C2CCCC2=O)n1 (stereo not given)
→ -14, 1.3, 30, -1, 5, -2, ., 1, 19
#13 O=C(Cn1nc(CNc2ccc(Cl)cc2)[n+]2c1CCCCC2)c1ccccc1
→ -16, 3.3, 11, -2, 5, 1, 5, 0, -10
#14 CCCC(=O)NNC(=O)CCC(=O)NCc1ccccc1
→ -8, 0.9, 2, 8, 4, 4, 7, -4[fluorescence artefact?], 20
#15 CCOC(=O)Cn1c(=O)oc2cc(S(=O)(=O)N3CCc4ccccc43)ccc21
→ -37, -0.6, -8, 4, -3, -5, 11, -8, 10

Whole records, looked up by structure. Values in the order: S1P4 antag | S1P4 ag | EP2 mod | NPY-Y2 PAM-ag | p97 ATPase inh | NPY Y1 blocker | EP2 antag | eIF4E 4G PPI | NPY-Y1 PAM-ag
Results for O=C1CCCC2=C1C(c1ccccc1)C1C(=O)c3ccccc3C1=N2 (stereo not given) → -20 | 1.3 | 10 | 7 | -2 | 7 | 4 | -10[fluorescence artefact?] | 3
Results for COc1ccc(S(=O)(=O)N2CCCCCC2)cc1Br → 4 | -1.9 | 25 | -14 | -2 | -1 | 12 | -2 | 20

Additional compounds follow.
Under each structure: S1P4 antag, S1P4 ag, EP2 mod, NPY-Y2 PAM-ag, p97 ATPase inh, NPY Y1 blocker, EP2 antag, eIF4E 4G PPI, NPY-Y1 PAM-ag
#16 CS(=O)(=O)N1CCN(C(=O)c2ccc(Br)s2)CC1
→ 6, -0.8, 8, 10, 6, -1, 4, -5[fluorescence artefact?], 0
#17 CCc1nnc(NC(=O)c2c(C)nn(-c3ccccc3)c2Cl)s1
→ -1, -2.7, 10, -10, -5, 8, 9, -9, 21
#18 COc1ccc(CCN2C(=O)c3cccnc3C2=O)cc1OC
→ 0, 1.0, 8, -9, -4, 3, 11, 5, 17
#19 COc1ccc(-c2noc(CCC(=O)NCC3CCCO3)n2)cc1 (stereo not given)
→ 1, -0.5, -12, -10, 11, ., 4, 2, 19
#20 Clc1ccccc1N/N=C/c1ccc2c(c1)OCO2
→ 4, -3.8, -9, 4, 5, 3, 9, 6, 2
#21 C#CCOCCOCCOCCNc1nc(N2CCN(C(=O)[C@H]([C@@H](C)CC)n3cc([C@@H](N)CC(C)C)nn3)CC2)nc(N2CCN(C(=O)[C@H](Cc3ccc(O)cc3)n3cc([C@@H](N)C(C)CC)nn3)CC2)n1 (stereo not given in full)
→ 2, -0.3, -4, 1, 6, -3, 7, 2, 14
#22 Cc1cc(Nc2ccc(Br)cc2)n2nc(C)nc2n1
→ -14, 1.3, 88*, -20, -3, 4, 5, 0, -3
#23 O=C(CN1CCc2ccccc21)NC(=O)NC1CCCCC1
→ -4, -0.2, 23, -19, 3, ., 6, -3, 9
#24 C=CC[n+]1ccn(-c2nc3ccccc3nc2[N-]S(=O)(=O)c2cccs2)c1
→ -2, -0.2, 13, -1, 3, ., 7, -3, -1
#25 O=C(NCCc1ccccc1)c1ccc(Cl)nc1
→ -28, 1.5, 16, 2, 1, 2, 17, -2, 15
#26 O=C(O)c1ccc(NC2=Nc3cccc4cccc2c34)cc1
→ 4, -1.1, -5, -2, 9, ., 15, -5, -5
#27 COc1ccccc1NCC(=O)NNC(C)C(=O)Nc1cccc(Cl)c1 (stereo not given)
→ -1, -0.2, 9, 4, -5, 3, 6, -6, -1
#28 COc1ccccc1C(=O)NC(=O)CSc1cccc[n+]1[O-]
→ -4, 0.7, 18, -10, 4, -3, 5, 4, -17
#29 CN1CCC(OC(=O)c2cccc(Br)c2)CC1
→ -6, 0.0, 13, 7, 2, 5, 4, 2[fluorescence artefact?], 7
#30 CC1=CC(c2ccccc2)n2nc(NC(=O)CCC(=O)O)nc2N1 (stereo not given)
→ -6, -0.1, -7, -12, 2, ., 7, -1, 6
#31 Cc1ccc(S(=O)(=O)N(C)C)cc1NC(=S)Nc1ccc2cn[nH]c2c1
→ -6, 2.5, -20, 17, 2, 4, 10, -2, 9
#32 Cc1cccn2c(=O)c(C=O)c(N3CC(C)OC(C)C3)nc12 (stereo not given)
→ 2, -0.5, 34, -13, 5, -6, 12, 0, 17
#33 CC(=O)c1ccc(-n2c(C)ccc2-c2ccccc2)cc1
→ 3, -1.2, 90*, 2, 3, 2, 4, -1, -7
#34 CCOc1ccc(-c2nnn(CC(=O)NCc3ccc(C)cc3)n2)cc1
→ -8, 0.6, 10, 8, 8, 11, 4, 0, 11
#35 OC(COc1ccc2c(c1)CCC2)CN1CCN(c2cccc(Cl)c2)CC1 (stereo not given)
→ 0, -1.4, -32, -24, -5, 14, 9, -8, -5
#36 Cc1cccn2cc(-c3ccc(F)cc3)nc12
→ -3, -1.3, -8, -9, -1, 8, 8, 6[fluorescence artefact?], -6
#37 Cc1ccc(OCC(O)Cn2c(NCCc3ccccc3)nc3c2c(=O)[nH]c(=O)n3C)cc1 (stereo not given)
→ -20, -0.2, 39, -5, 1, 4, 6, -4, 20
#38 COc1ccc(-n2nc(C(=O)O)c3ccccc3c2=O)c(OC)c1
→ -7, -0.2, 24, 5, 5, -2, 8, -9, -6
#39 CC(NC(=O)CCc1nnc(CCCc2ccccc2)o1)c1ccccc1 (stereo not given)
→ 2, 0.3, 10, -9, -1, 1, 5, -2, -4
#40 Cc1cc(C)c2cc(CN(Cc3cccnc3)C(=O)c3ccc(F)cc3)c(Cl)nc2c1
→ -9, -1.1, -2, -6, -4, 0, 15, 1, -16
#41 O=C(Nc1cccc(-c2nnc(-c3ccccc3)o2)c1)C1CCCO1 (stereo not given)
→ 6, -0.4, -4, 1, 1, 4, 14, 3[fluorescence artefact?], 15
#42 Cc1cc(=O)n(CCC(=O)O)c2ccccc12
→ 1, 0.3, 3, 9, 4, -2, 10, -10, 24
#43 O=C(CCC(=O)c1cccs1)NCc1cccnc1
→ 8, -1.5, 12, -5, -6, -2, 6, 0, -24
#44 Cc1cc(C)cc(NC(=O)C(=S)NCc2ccccc2)c1
→ -16, -0.5, -11, -22, -1, -1, 5, -2, -16
#45 O=C(NC12CC3CC(CC(C3)C1)C2)C1CC(=O)N(c2ccc(Br)cc2)C1 (stereo not given)
→ -1, -0.5, -18, -7, -4, -6, 17, -2, -23
#46 Cc1ccc(-n2ncc(C(=O)Nc3cc(Cl)ccc3C)c2C2CCNCC2)cc1C
→ -13, -0.8, 1, 8, 4, 6, 4, -3, 12
#47 Cc1nc2c(C)cccc2cc1C(=O)N/N=C/c1cccnc1
→ -6, 0.8, -7, -9, 0, 4, 4, -2, 3
#48 C=CCC1(CC=C)CCCN1C(=O)CC1C(=O)NCCN1Cc1cccc(OC)c1 (stereo not given)
→ -19, -0.5, 19, 5, -4, 8, 12, -3, -5
#49 COC(=O)c1cccc2c1NC(=O)C2=O
→ -3, 2.6, -27, -1, 2, ., 8, -3, -18
#50 O=C(COc1ccc2ccccc2c1)N1CCN(C(=O)c2cccnc2)CC1
→ -21, -2.4, -3, -6, 0, 7, 4, 4, -2
#51 COc1cc(C2C3C(=O)N(c4ccc(F)cc4)C(=O)C3ON2c2ccccc2)ccc1O (stereo not given)
→ 1, 1.1, 19, 18, 4, -10, 2, -2, 22
#52 O=C(CSC(=S)N1CCCCC1)c1c(F)cccc1F
→ -7, -1.1, -10, 4, 8, ., 16, 3, 34
#53 COc1ccc2c(c1)CCC1C2=NN(/C(C)=C\C(C)=O)C1c1ccc(F)cc1 (stereo not given)
→ -5, 0.6, -30, 5, 3, 1, 6, 1, 10
#54 Cc1ccc(NC(=O)/C(C#N)=C(\N)C(Cl)(Cl)Cl)nc1
→ 1, 2.1, 4, 0, 0, 7, 3, 6, 7
#55 Cc1ccc(-c2n[nH]c(=S)n2/N=C/c2c(C)nn(-c3ccccc3)c2C)cc1
→ -14, 1.5, 45, -7, 7, -2, 9, 10[fluorescence artefact?], 8
#56 Cc1ccc(Nc2cc(C)nc3c(C)ccc([N+](=O)[O-])c23)cc1
→ -27, 2.1, 66*, 3, 3, 2, 3, -3, -4
#57 O=C(Nc1nnc(SCc2cccc(F)c2)s1)c1ccco1
→ -16, -1.3, -6, 7, 2, 10, 11, 2, 9
#58 CCC(C)NC(=O)c1cc(OC)c(OC)c(OC)c1 (stereo not given)
→ 4, 0.3, 0, 4, 2, -3, 7, 0[fluorescence artefact?], -2
#59 Cc1ccc(C)c(Cn2cnc3c(cnn3C(C)(C)C)c2=O)c1
→ 4, 2.5, 32, -25, -3, 14, 10, 1, -19
